Bioassay records from PubChem.
KLF5 inhibitor = kruppel-like factor 5 inhibition. DLD-1 KLF5 promoter-luciferase reporter, luminescence. inhibition, % at 5 µM. 290,000 tested, 0.23% active. AID 1700;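 active means inhibition above a per-plate limit of that plate's mean compound inhibition plus 3 SD, cut at about 60% in these data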;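 further: 0% = DMSO wells and 100% = LY294002 at 200 µM; higher means less KLF5 promoter-driven luciferase light; inactives centre near -14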
Platelet DG rel = platelet dense granule release activity | human platelet-rich plasma, SFLLRN dense granule ATP release, luminescence | inhibition, %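 (compounds screened at 7.5 µM in platelet-rich plasma)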 | 300,000 tested, 0.22% active | AID 1663;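 active means mean replicate score, as percent of positive control, at or above 50; inconclusive means mean below 50 but at least one replicate at or above 50; inactive means mean and every replicate below 50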
HSP90 refold inh = blocks HSP90-mediated luciferase refolding in reticulocyte lysate. inhibition, % at 5.6 µM. Rabbit reticulocyte lysate, luciferase refolding luminescence, 3 h. AID 1789. 290,000 tested, 0.91% active;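 active means inhibition above the screen-wide mean plus 3 SD, computed separately per campaign, cut at about 16% in these data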;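 further: 0% = DMSO wells and 100% = 60 µM geldanamycin wells; inhibitors lower the luminescence because luciferase stays unfolded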
HSF1 inhib = HSF1 inhibition. NIH3T3-HGL HSE-luciferase, MG132-induced, luminescence 8 h; hits give low values. activity change, negative = inhibition, % at 7.5 µM (by protocol). 300,000 tested, 0.77% active. AID 2098;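 active means more than half of replicate wells show activity change below -50%, luminescence cut by over half; inconclusive means some wells, but at most half, below -50%; inactive means no replicate well below -50%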;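 further: luciferase reports HSF-1 transcriptional activity via heat shock element; 0% = median of DMSO wells and -100% = zero luminescence signal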
AI-2 QS mod = modulates the Vibrio harveyi AI-2 quorum sensing system; 300,000 tested, 0.4% active; activity change, % at 7.5 µM; Vibrio harveyi JMH597 AI-2 luminescence/OD600 ratio, 9 h; hits give low values; strain lacks LuxN and CqsS sensors; 0 = neutral-control median; in the data active means activity change below about -75%, passing the limit was not always enough; inconclusive means no clear call, values can overlap the other calls;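 further: luminescence divided by OD600 gain over 9 h not by final OD600 alone; inactives centre near 13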
aSyn UTR inh = MLPCN primary screen, SNCA 5' untranslated region; 300,000 tested, 0.82% active; alpha-synuclein 5'UTR reporter, inhibitor activity; inhibition, % (tested at 7.5 µM); in the data active means inhibition above about 60%; inconclusive means no clear call, values can overlap the other calls;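 further: H4 neuroglioblastoma cells stably carrying SNCA 5'UTR luciferase fusion; 0% = DMSO wells and 100% = positive control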
IEC-6 tox = counter-screen for KLF5 inhibitors: cytotoxicity in IEC-6 cells. inhibition, % at 5 µM. IEC-6 cytotoxicity, luminescence viability. 290,000 tested, 0.78% active; in the data active means inhibition above about 22%;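 further: 0% = plate median of test compound wells and 100% = cytotoxic reference compound wells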
HSF-1 act = increases HSF-1 driven luciferase reporter signal. NIH3T3-HGL HSF-1 luciferase reporter, MG132, 8 h; 100% = twice DMSO control signal. activation, % at 9 µM. 300,000 tested, 1.7% active. AID 504408;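 active means mean replicate activation of at least 50% with a set share of replicates each reaching 50%; inconclusive means only one of those two conditions met; inactive means mean below 50% and too few replicates reaching it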;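 further: 0% = median of the neutral control wells and 100% = twice that signal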
HIF activator = HIF pathway transcriptional activation; AID 1910; activation, % at 7.5 µM (by protocol); 300,000 tested, 0.32% active; U2OS HRE-luciferase reporter, luminescence; normalized: DMSO 0%, desferrioxamine 100%;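 active means mean activation of at least 10% of the iron chelator positive control signal, with at least half of replicates also reaching 10%; inconclusive means mean and replicate majority disagree about reaching 10%; inactive means mean and most replicates under 10%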
HDAC3 inhib = inhibitors of human histone deacetylase 3 | recombinant HDAC3, fluorogenic peptide/trypsin coupled, fluorescence | 320,000 tested, 0.15% active | inhibition, % at 8.3 µM | O15379; in the data active means inhibition above about 26%, passing the limit was not always enough; inconclusive means no clear call, values can overlap the other calls
Target sequence (O15379 whole entry, looked up): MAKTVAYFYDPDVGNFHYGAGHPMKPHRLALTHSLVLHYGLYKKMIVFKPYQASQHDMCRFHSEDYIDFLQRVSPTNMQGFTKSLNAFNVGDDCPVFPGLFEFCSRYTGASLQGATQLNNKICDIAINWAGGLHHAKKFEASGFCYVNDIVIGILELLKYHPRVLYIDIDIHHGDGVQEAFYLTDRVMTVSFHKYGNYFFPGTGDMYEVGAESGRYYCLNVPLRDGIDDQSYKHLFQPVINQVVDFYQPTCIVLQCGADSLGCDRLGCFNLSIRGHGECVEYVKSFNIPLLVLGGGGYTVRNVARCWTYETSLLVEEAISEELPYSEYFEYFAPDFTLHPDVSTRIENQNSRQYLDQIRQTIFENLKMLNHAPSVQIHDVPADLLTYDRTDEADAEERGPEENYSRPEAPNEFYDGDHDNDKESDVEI
* hit, by the source's call; ? = inconclusive; / = not tested or not shown.

1	Cn1cc(C(=O)N/N=C/C(Br)=C/c2ccccc2)ccc1=O
2	CC1=NNC(=O)c2ccccc2O1
3	COc1ccc([C@@H]2C[C@@H](c3ccccc3)Oc3cc(C)cc(C)c32)cc1
4	O=C(CN(Cc1ccco1)C(=O)CNS(=O)(=O)c1ccc(Cl)cc1)NC1CCCCC1
5	O=C(Nc1ccc(Cl)cc1)c1cc2c(cc1O)[nH]c1ccccc12
6	Cc1cc(Cl)n2c(nc3ccccc32)c1C#N

compound no.,1,2,3,4,5,6
KLF5 inhibitor,-35,-21,/,-11,-27,17
Platelet DG rel,-4,2,0,1,-5,-1
HSP90 refold inh,3,2,/,4,-4,-5
HSF1 inhib,62,-4,-12,9,-1,3
AI-2 QS mod,9,13,-3,16,138,14
aSyn UTR inh,-42,11,20,4,-3,89*
IEC-6 tox,10,3,/,7,0,77*
HSF-1 act,90*,3,6,20,-8,7
HIF activator,1.1,-0.5,-0.4,0.0,0.5,2.2
HDAC3 inhib,1,0,/,0,0,/

7	Cc1ccc(NC(=O)CSc2ccc(-c3ccccn3)nn2)c(C)c1
8	Fc1ccccc1-c1n[nH]c(=S)n1C1CC1
9	COc1ccc(C(=O)NCCS(=O)(=O)NC2CCCC2)cc1
10	Cc1c(C(=O)NCCSCc2cccc(C(F)(F)F)c2)cnn1-c1ccc(F)cc1
11	COc1ccc(C2=NN(C(=O)c3ccccc3)C(c3cccc([N+](=O)[O-])c3)C2)cc1 (stereo not drawn)
12	O=C(O)c1cc2cccc(S(=O)(=O)N3CCCCC3)c2cc1O

compound no.,7,8,9,10,11,12
KLF5 inhibitor,-30,-23,/,-9,-16,11
Platelet DG rel,-4,-2,11,-21,1,15
HSP90 refold inh,-2,-2,/,2,1,-6
HSF1 inhib,2,3,0,6,5,-4
AI-2 QS mod,24,9,-7,9,24,13
aSyn UTR inh,-10,20,4,13,7,14
IEC-6 tox,2,-2,/,-3,-10,-7
HSF-1 act,8,0,-8,4,17,-23
HIF activator,0.1,-0.1,0.0,-0.5,0.1,-0.5
HDAC3 inhib,-2,?,0,2,-2,3

13	CCN(CC(=O)NCc1ccc(F)cc1)C(=O)Cc1ccc(OC)cc1
14	COc1cc(OC)c(C(=O)OCC(=O)c2cc(C)n(CC3CCCO3)c2C)cc1OC (stereo not drawn)
15	CCOC(=O)N1CCN(C2CC(=O)N(c3ccc(Oc4ccccc4)cc3)C2=O)CC1 (stereo not drawn)
16	O=C(Nc1cccc(-c2cn3cccnc3n2)c1)c1ccc2c(c1)OCO2
17	CCOC(=O)/C(C#N)=C\C1=C(N2CCCC2)CC(C)(C)OC1
18	CC(C)CN(CC(C)C)S(=O)(=O)N1CCC(C(=O)NCc2ccco2)CC1

compound no.,13,14,15,16,17,18
KLF5 inhibitor,-1,-6,-23,-60,-15,14
Platelet DG rel,5,12,22,4,14,6
HSP90 refold inh,1,-9,5,5,-2,3
HSF1 inhib,1,1,-6,-12,-12,-1
AI-2 QS mod,15,34,14,9,6,-4
aSyn UTR inh,-1,2,-1,-51,34,5
IEC-6 tox,2,-2,-6,-4,-3,2
HSF-1 act,-10,17,14,-7,-7,-1
HIF activator,0.3,-0.1,-0.6,2.1,-0.2,-0.7
HDAC3 inhib,-1,10,-2,-19,0,-6

19	O=C(Nc1cccnc1Cl)c1ccc2c(Cl)c3c(nc2c1)CCC3
20	CCOC(=O)c1ccccc1NC(=O)CSc1ncc(C(=O)OCC)c(N)n1
21	CCCc1c(O)nc(SCCN(CC)CC)n(C(=O)c2ccccc2)c1=O
22	Cc1c(C(=O)C(=O)NCCCn2ccnc2)c2ccccc2n1C
23	CC1(C)C2CCC(C2)C1(C)NC(=O)CNCc1cccs1 (stereo not drawn)
24	COc1cccc(OC)c1C(=O)N1CCN(Cc2ccncc2)CC1

compound no.,19,20,21,22,23,24
KLF5 inhibitor,-76,-12,-24,-25,-26,-14
Platelet DG rel,6,-1,0,14,-7,7
HSP90 refold inh,2,-3,0,-2,-4,2
HSF1 inhib,9,9,0,-9,-3,-3
AI-2 QS mod,0,13,6,9,19,0
aSyn UTR inh,-71,3,22,6,-15,10
IEC-6 tox,-2,-5,0,1,-5,-2
HSF-1 act,23,11,6,-12,16,-11
HIF activator,0.0,0.2,-0.9,0.3,-0.3,-1.0
HDAC3 inhib,/,/,12,4,-4,-6

25	Cc1cc(S(=O)(=O)Nc2ccc(C(=O)NCc3ccncc3)cc2)ccc1F
26	Cc1cc(OC(=O)c2cccc(Br)c2)c([N+](=O)[O-])c(=O)[nH]1
27	c1cc(C2CCCCC2)ccc1Oc1nc(N2CCOCC2)nc(N2CCOCC2)n1
28	O=C(NC(NC(=O)c1ccccc1)c1ccccc1)c1ccccc1
29	CC1CCCCN1S(=O)(=O)c1ccc(C(=O)Nc2ccccc2-c2nc3ccccc3[nH]2)cc1 (stereo not drawn)
30	CC(Oc1ccc(F)cc1)C(=O)Nc1ccccc1N1CCCCC1 (stereo not drawn)

compound no.,25,26,27,28,29,30
KLF5 inhibitor,/,-25,-7,9,3,-13
Platelet DG rel,-2,18,0,-6,-3,?
HSP90 refold inh,/,-3,7,6,3,3
HSF1 inhib,-1,-4,-4,/,-2,-4
AI-2 QS mod,11,15,0,24,25,16
aSyn UTR inh,1,10,4,8,38,14
IEC-6 tox,/,-7,4,-2,0,-3
HSF-1 act,-15,3,1,/,-5,2
HIF activator,-0.3,0.1,-0.2,0.0,-0.4,-0.4
HDAC3 inhib,1,0,-4,1,2,-4

31	COc1ccc(NC(=O)c2sc(SC)nc2N)cc1
32	COc1ccc(Nc2nc(C(=O)N3CCc4ccccc4C3)cs2)cc1
33	CCCc1cc(=O)[nH]c(SCC(=O)NC(=O)OCC)n1
34	N=c1oc2ccccc2cc1-c1nc2ccccc2c(=O)[nH]1
35	CC(C)(C)n1nnnc1C(c1cccnc1)N1CCOCC1 (stereo not drawn)
36	O=C(Nc1ccc2c(c1)OCO2)C(c1ccc(Cl)cc1)N1CCC2(CC1)OCCO2 (stereo not drawn)

compound no.,31,32,33,34,35,36
KLF5 inhibitor,-69,-12,-41,-36,-11,-27
Platelet DG rel,6,2,4,-9,4,-5
HSP90 refold inh,0,-2,-1,-3,-1,-2
HSF1 inhib,8,-28,-4,-5,-6,2
AI-2 QS mod,27,17,1,0,20,10
aSyn UTR inh,-197,-19,20,-165,-7,5
IEC-6 tox,6,5,0,-4,-9,2
HSF-1 act,17,-30,-15,9,9,2
HIF activator,2.3,0.5,-0.3,0.3,-0.3,-1.4
HDAC3 inhib,5,4,0,-7,3,3

Profiles, quoted from the list. Order of screens: KLF5 inhibitor | Platelet DG rel | HSP90 refold inh | HSF1 inhib | AI-2 QS mod | aSyn UTR inh | IEC-6 tox | HSF-1 act | HIF activator | HDAC3 inhib
Results for `CC1CCCCN1S(=O)(=O)c1ccc(C(=O)Nc2ccccc2-c2nc3ccccc3[nH]2)cc1` (stereo not drawn) → 3 | -3 | 3 | -2 | 25 | 38 | 0 | -5 | -0.4 | 2
Results for `Cc1ccc(NC(=O)CSc2ccc(-c3ccccn3)nn2)c(C)c1` → -30 | -4 | -2 | 2 | 24 | -10 | 2 | 8 | 0.1 | -2
Results for `CC(C)(C)n1nnnc1C(c1cccnc1)N1CCOCC1` (stereo not drawn) → -11 | 4 | -1 | -6 | 20 | -7 | -9 | 9 | -0.3 | 3
Results for `CCN(CC(=O)NCc1ccc(F)cc1)C(=O)Cc1ccc(OC)cc1` → -1 | 5 | 1 | 1 | 15 | -1 | 2 | -10 | 0.3 | -1
Results for `CC(C)CN(CC(C)C)S(=O)(=O)N1CCC(C(=O)NCc2ccco2)CC1` → 14 | 6 | 3 | -1 | -4 | 5 | 2 | -1 | -0.7 | -6

Next part:
37	O=C(NC1CCN(CC(=O)N(c2ccccc2)c2ccccc2)CC1)c1ccc([N+](=O)[O-])cc1
38	Fc1ccc(COc2ccccc2CNc2nn[nH]n2)cc1
39	COc1ccc(Nc2sc(C(=O)c3ccc(Cl)cc3)c(N)c2C(=O)Nc2ccccc2OC)cc1
40	O=c1[nH]c(N/N=C\c2ccc3c(c2)OCO3)nc2ccccc12
41	Cc1c(C)c2ccc(OCC(=O)N[C@@H](Cc3c[nH]c4ccccc34)C(=O)O)cc2oc1=O
42	CCC(Oc1ccccc1)C(=O)Nc1ccccc1C(=O)N1CCOCC1 (stereo not drawn)

compound no.,37,38,39,40,41,42
KLF5 inhibitor,-50,-11,-10,-197,-29,-12
Platelet DG rel,-1,-2,9,1,3,-4
HSP90 refold inh,-2,-2,0,0,-3,-3
HSF1 inhib,2,-9,-2,28,-1,-5
AI-2 QS mod,21,32,32,39,6,5
aSyn UTR inh,20,-1,-1,-161,6,-10
IEC-6 tox,-4,6,-2,-2,1,0
HSF-1 act,20,2,-1,?,0,13
HIF activator,0.0,-0.4,-0.5,1.0,-0.2,-0.4
HDAC3 inhib,2,2,11,4,6,-12

43	N#Cc1ccccc1Sc1ccccc1C(=O)NCC(c1ccco1)N1CCCC1 (stereo not drawn)
44	CCn1c(C)cc2c(c1=O)C(c1ccccc1)C(C(=O)OC)=C(N)O2 (stereo not drawn)
45	CN(Cc1ccc(OC(F)F)cc1)C(=O)c1ccc2c(=O)n3c(nc2c1)CCC3
46	CCCOc1ccc(/C(O)=C2/C(=O)C(=O)N(CCCOC)C2c2cccnc2)cc1 (stereo not drawn)
47	Cc1cc(-c2ccc(Cl)cc2)oc(=O)c1NC(=O)c1ccccc1
48	CC(C)N(Cc1nc(-c2ccc(Cl)cc2)no1)C(=O)C(c1ccccc1)c1ccccc1

compound no.,43,44,45,46,47,48
KLF5 inhibitor,/,10,/,-9,-15,8
Platelet DG rel,3,2,-9,-8,-10,-2
HSP90 refold inh,/,0,/,2,3,-4
HSF1 inhib,10,3,-2,-3,5,5
AI-2 QS mod,24,8,13,5,16,15
aSyn UTR inh,4,-35,17,-15,-38,13
IEC-6 tox,/,-1,/,1,1,6
HSF-1 act,15,-20,0,-1,5,10
HIF activator,-1.7,-0.2,-0.3,-0.1,1.2,0.0
HDAC3 inhib,0,-3,-3,-3,-4,-1
